hcGAS lum = inhibitors of human cGAS; Q8N884; recombinant h-cGAS, ATP depletion, Kinase-Glo luminescence; inhibition, % at 12.5 µM; 0.081% of 290,000 active;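 further: 0% = vehicle reaction and 100% = reaction without DNA for no activity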
Target sequence (Q8N884 whole entry, looked up): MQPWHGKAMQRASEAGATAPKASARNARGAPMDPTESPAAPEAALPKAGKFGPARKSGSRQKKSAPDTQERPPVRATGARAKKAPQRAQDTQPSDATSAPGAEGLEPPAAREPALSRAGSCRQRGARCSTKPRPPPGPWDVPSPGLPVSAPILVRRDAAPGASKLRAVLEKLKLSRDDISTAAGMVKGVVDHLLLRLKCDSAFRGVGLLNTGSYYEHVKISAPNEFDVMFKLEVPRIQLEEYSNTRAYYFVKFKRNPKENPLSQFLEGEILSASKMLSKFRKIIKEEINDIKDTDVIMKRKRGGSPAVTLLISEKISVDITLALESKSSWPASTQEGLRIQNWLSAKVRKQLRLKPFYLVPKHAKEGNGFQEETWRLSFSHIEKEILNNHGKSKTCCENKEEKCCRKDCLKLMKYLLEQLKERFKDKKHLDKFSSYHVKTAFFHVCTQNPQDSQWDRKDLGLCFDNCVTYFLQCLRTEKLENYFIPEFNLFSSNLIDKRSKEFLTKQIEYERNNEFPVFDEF
mcGAS lum = mouse cGAS inhibition by luminescence | Q8C6L5 | recombinant cGAS, Kinase-Glo ATP depletion luminescence | inhibition, % at 12.5 µM | 0.15% of 160,000 active | AID 1259399;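 further: 0% = negative control wells and 100% = reference inhibitor with no enzyme activity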
NPYLR7 ag = mosquito NPYLR7 agonism. AID 1259423. 0.15% of 270,000 active. HEK293T NPYLR7/Galpha15, GCaMP6s calcium fluorescence. activation, % at 10 µM; in the data active means activation above about 40%;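 further: 0% = vehicle and 100% = reference agonist at the receptor; some compounds past the cut are filed as inactive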
An asterisk follows results filed as active; nt = no result given; & = joins results of further samples. Unless noted, no stated cut-off is given here; in the data, active means inhibition above about 40%; inactive means the rest.

SMILES | hcGAS lum | mcGAS lum | NPYLR7 ag
Cc1c(C(C)C)c(Cl)n2c(nc3ccccc32)c1C#N | -4 | -8 | 2
CCSCCOC(=O)C1=C(C)NC(=O)NC1c1ccc(N(CC)CC)cc1 (stereo not given) | -4 | -4 | 2
Cn1c(=O)n(CCc2ccccc2)c(=O)c2c1nc1n2CCN1Cc1ccccc1 | -9 | -7 | 3
CC(=O)NC(CC(=O)N1CCC2CCCCC2C1)c1ccc(C)cc1 (stereo not given) | -16 | nt | 1
Cc1cc(C)n(-c2ccc(NC(=O)C3CCN(Cc4ccc(C)o4)CC3)cc2)n1 | -5 | nt | 11
COc1ccc(OCC(=O)N=Nc2c(O)[nH]c3c(C)cc(Br)cc23)cc1 | -3 | -6 | -2
CCOc1cc(/C=C2/C(=N)N3C=CSC3=NC2=O)cc(Br)c1OC(=O)c1ccco1 | -1 | 5 | -1
COc1cccc(C(NC(=O)C2CCN(Cc3cccc(Cl)c3)CC2)c2ccccn2)c1 (stereo not given) | 4 | 2 | -13
COc1ccc(S(=O)(=O)NCCNc2cc(-n3nc(C)cc3C)ncn2)cc1Cl | -5 | -9 | -6
C=CCN(C(=O)Cn1cnc2c(C)cccc2c1=O)c1nc2c(s1)CCCC2 | -4 | -13 | 12
Cn1nc(-c2nccn2Cc2cccnc2)c2c(Cl)cccc21 | -9 | nt | 24
CC(=O)Nc1c(=O)[nH]n2c(C)cc(C)nc12 | -6 | nt | -3
O=[N+]([O-])c1cc(S(=O)(=O)N2CCCC2)ccc1Sc1nnnn1-c1ccccc1 | -7 | nt | -1
CC1CCN(c2nc(NC(C)(C)CO)nc(N3CCOCC3)n2)CC1 | -4 | -2 | 2
Cc1ccc2cccc(OS(=O)(=O)c3cc([N+](=O)[O-])ccc3Cl)c2n1 | 3 | 3 | 10
COCC(=O)Nc1ccc(N(C)C)c(CN(Cc2ccco2)C(=O)c2ccc(OC)cc2)c1 | -5 | 1 | 4
Cc1ccc(-n2nnc3c(SCc4cccc(F)c4)ncnc32)cc1 | -3 | -5 | 3
O=C(CNC(=O)c1ccc2c(c1)OCO2)N=Nc1c(O)[nH]c2ccc([N+](=O)[O-])cc12 | -3 | -4 | 23
Cn1nc(C(=O)Nc2ccc(Cl)c(S(=O)(=O)Nc3cccc(Cl)c3)c2)ccc1=O | -2 | -7 | 0
CC(C)C(O)C1CCN(Cc2nc(-c3cccs3)no2)CC1 (stereo not given) | 2 | 0 | -5
COc1ccc2cc(C3CN(C(=O)C4(C)CCNCC4)CCO3)ccc2c1 (stereo not given) | 1 | nt | -4
C[C@@]1(O)CCN(c2nc(-c3ccccc3)no2)C[C@@H]1Cc1ccccc1 | -5 | -12 | nt
CCCNC(=O)c1nnc2n1CCN(CC(C)Cc1ccc3c(c1)OCO3)C2 (stereo not given) | 5 | nt | -1
C=CCOC(CN1CCN(C(=O)c2snnc2C)CC1)c1cccc(N2CCCC2)c1 (stereo not given) | -8 | -5 | 3
CC(C)C(NC(=O)CN(C)S(C)(=O)=O)c1ccc(C(C)(C)C)cc1 (stereo not given) | 2 | nt | 0
N#CCCN(CCC#N)C(=S)Nc1ccc(F)cc1F | -14 | nt | 7
O=C(CSc1ncnc2c1nnn2Cc1ccccc1F)NC1CCCC1 | -7 | 8 | 15
CC(C)n1c(=O)c(C(=O)NCCCN(C)c2ccccc2)cc2cccnc21 | -4 | -5 | -4
Cc1ccc(-c2cc(CN3CCC4(CCCO4)CCC3=O)on2)cc1 (stereo not given) | -8 | nt | 7
COC(=O)CCCC(=O)N1CCC(c2nc(-c3ccc4c(c3)OCO4)no2)CC1 | -2 | -3 | 12
CCN1C(=O)C2(NCCS2)c2cc(F)ccc21 (stereo not given) | -3 | nt | 7
O=C(CSc1ncccn1)N1CCc2c(cnn2-c2ccc(Cl)cc2)C1 | -8 | nt | -1
CCc1c(C)c2cc([N+](=O)[O-])c(O)c(C)c2oc1=O | 2 | nt | -15
CCOC(=O)C1=C(C)N=c2s/c(=C/c3cccc([N+](=O)[O-])c3)c(=O)n2C1c1ccccc1F (stereo not given) | -3 | -3 | 1
O=C(CN(C(=O)C1CC1)C1CC1)N(CCc1c[nH]c2ccccc12)Cc1ccc(F)cc1 | -3 | -6 | 14
CN1CCN(c2nc3c(c(=O)[nH]c(=O)n3C)n2CC(N)=O)CC1 | -1 | nt | 0
O=C(COC(=O)CN1C(=O)C(=O)c2ccccc21)Nc1ccc([N+](=O)[O-])cc1 | -6 | nt | 6
O=C(NCCc1ccccc1)c1cc(NC(=O)C(c2ccccc2)c2ccccc2)ccc1N1CCCC1 | 2 | -6 | 2
O=C(NCCN1Cc2ccccc2OC(c2ccsc2)C1)C(c1cccnc1)N1CCOCC1 (stereo not given) | -4 | -10 | 11
O=C(Nc1nncs1)N(CC(F)(F)F)C1CCCC1 | -8 | nt | 3
Cc1ccc(-c2csc3nc(/C(Cl)=C/c4csnn4)[nH]c(=O)c23)cc1 | -3 | nt | 10
Cc1cc(Oc2ccc(F)cc2F)nc(SCc2cccc(C#N)c2)n1 | -5 | -6 | 20
O=C(CC1CCC1)NS(=O)(=O)Cc1cc(Cl)ccc1F | -4 | nt | 3
COCCN(Cc1nccn1Cc1ccccc1C(F)(F)F)C(=O)c1cccc(OC)c1 | -11 | -5 | 3
Cc1nn(C)c(Cl)c1S(=O)(=O)N1CCC2(CCCN(C)C2=O)C1 (stereo not given) | 2 | nt | 1
CC(=O)NC1=NC(=O)/C(=C/c2ccc(-c3ccc(F)cc3F)o2)S1 | -1 | nt | -6
O=C(COc1ccccc1)N1CCN=C1SCc1cccnc1 | -9 | nt | 2
Cc1nccn1Cc1ccc(O)c2ncccc12 | -2 | -7 | 1
CCN(CC)C(=O)Cn1nc(C)c(S(=O)(=O)N2CCOCC2)c1C | -9 | nt | 0
COc1ccc(C(=O)Nc2ccc3c(c2)Cc2ccccc2-3)cc1[N+](=O)[O-] | -3 | -4 | 2
O=C(Nc1ccc(CCN2CCOCC2)cc1)c1cc(F)cc2[nH]cnc12 | -6 | -14 | 13
C=CCC=NNc1nc2ccccc2s1 | -2 | nt | -4
CC(=O)Nc1ccc(CC2CCN(C(=O)Nc3ccc(F)cc3)CC2)cc1 | -3 | -7 | 4
CCCc1c(C(=O)N2CCN(C(C)=O)CC2)cnn1-c1ccccc1C | -4 | -6 | 25
O=C(CCc1ccccc1)NC12CC3CC(CC(C3)C1)C2 | -9 | -7 | 5
CC1CCN(C(=O)c2cc3c(=O)n4ccccc4nc3s2)CC1 | 0 | nt | 4
COc1cccc(C(=O)Nc2nnc(SCC(=O)Nc3nccs3)s2)c1OC | -6 | -4 | -7
COCCOC(=O)c1c2c(n3ccc(C)cc13)C(=O)c1ccccc1C2=O | 1 | -1 | -6
CCOC(=O)C1(Cc2cccc(OC)c2)CCCN(C(=O)CCn2ccnc2C)C1 (stereo not given) | 2 | nt | 8
Cc1ccc(NC2CCCN(C(=O)c3cn(C)c4ccccc34)C2)cc1C (stereo not given) | -5 | nt | 1
The listing continues.
SMILES | hcGAS lum | mcGAS lum | NPYLR7 ag
CC(C)c1nc2n(n1)CC(NCCCS(=O)(=O)N(C)C)CC2 (stereo not given) | -10 | nt | 9
COc1ccc(NC(=O)CSc2ncnc3c2oc2ccccc23)c(OC)c1 | -4 | -10 | 5
COc1ccc(CN2CCn3nc(C(=O)N4CCN(c5cccc(C(F)(F)F)c5)CC4)cc3C2=O)cc1 | -1 | -6 | 8
CCOc1ccccc1C(=O)Nc1ccc(N2CCN(C(=O)c3cc(F)ccc3Cl)CC2)nc1 | -5 | -6 | -1
CC1=C(C(=O)Nc2ccccc2C)C(c2ccncc2)n2nc(SCc3ccccc3)nc2N1 (stereo not given) | 0 | nt | 6
CCN(CC)c1cc(C)nc(Nc2ccc(NC(=O)C(C)Oc3ccccc3)cc2)n1 (stereo not given) | -4 | nt | 7
Cc1ccccc1C(=O)N1C(C(=O)NCC2CCCO2)COC12CCN(C(=O)Cc1ccccc1)CC2 (stereo not given) | 0 | 0 | 2
C=CCn1c(SCc2ccc(C(=O)NC3CC3)cc2)nnc1-c1ccco1 | -6 | -6 | 0
N#Cc1ccc(CN(CC(F)(F)F)C(=O)CCc2ccsc2)cc1 | -10 | nt | 2
CC(=O)N(C)c1nc(N)n(-c2ccccc2)n1 | 1 | 0 | 9
Cc1nc(C)n(CCNC(=O)CC2COCCN2)n1 (stereo not given) | -2 | nt | -5
COCc1nn2c3c(cnc2c1-c1ccc(Cl)cc1)C(=O)CCC3 | -9 | nt | 0
COc1cc(-c2nnc(CCC(=O)N3CCN(C4CCCC4)CC3)c(=O)[nH]2)ccc1OCC1CCC1 | -3 | nt | 5
CC(NC(=O)CCc1nnc(Cc2ccc(-c3ccccc3)cc2)o1)c1ccccc1 (stereo not given) | -4 | -3 | 1
Cc1ccc(C)c(CC(=O)N2CCC(n3cnc4ccc(F)cc43)CC2)c1 | -10 | -6 | nt

Ordered by molecular weight (high to low): some entries from above.
SMILES | hcGAS lum | mcGAS lum | NPYLR7 ag
COc1ccc(CN2CCn3nc(C(=O)N4CCN(c5cccc(C(F)(F)F)c5)CC4)cc3C2=O)cc1 | -1 | -6 | 8
Cc1ccccc1C(=O)N1C(C(=O)NCC2CCCO2)COC12CCN(C(=O)Cc1ccccc1)CC2 (stereo not given) | 0 | 0 | 2
COc1cc(-c2nnc(CCC(=O)N3CCN(C4CCCC4)CC3)c(=O)[nH]2)ccc1OCC1CCC1 | -3 | nt | 5
CC1=C(C(=O)Nc2ccccc2C)C(c2ccncc2)n2nc(SCc3ccccc3)nc2N1 (stereo not given) | 0 | nt | 6
CCN(CC)c1cc(C)nc(Nc2ccc(NC(=O)C(C)Oc3ccccc3)cc2)n1 (stereo not given) | -4 | nt | 7
CC(NC(=O)CCc1nnc(Cc2ccc(-c3ccccc3)cc2)o1)c1ccccc1 (stereo not given) | -4 | -3 | 1
COc1ccc(NC(=O)CSc2ncnc3c2oc2ccccc23)c(OC)c1 | -4 | -10 | 5
C=CCn1c(SCc2ccc(C(=O)NC3CC3)cc2)nnc1-c1ccco1 | -6 | -6 | 0
Cc1ccc(NC2CCCN(C(=O)c3cn(C)c4ccccc34)C2)cc1C (stereo not given) | -5 | nt | 1
COCc1nn2c3c(cnc2c1-c1ccc(Cl)cc1)C(=O)CCC3 | -9 | nt | 0
CC(C)c1nc2n(n1)CC(NCCCS(=O)(=O)N(C)C)CC2 (stereo not given) | -10 | nt | 9
Cc1nc(C)n(CCNC(=O)CC2COCCN2)n1 (stereo not given) | -2 | nt | -5
CC(=O)N(C)c1nc(N)n(-c2ccccc2)n1 | 1 | 0 | 9

(further entries)
SMILES | hcGAS lum | mcGAS lum | NPYLR7 ag
CCC(=O)N1CCC1(C)C(=O)Nc1cccc2cccnc12 (stereo not given) | -15 | -9 | 4
Cc1ccc(-n2c(=O)c3ccccc3n3c(SCCC#N)nnc23)cc1 | 1 | nt | -2
CCC(=O)NCC(=O)NC(c1ccc(Cl)cc1)c1ccsc1 (stereo not given) | -8 | -16 | -7
CCOC(=O)C1=C(NC(=O)c2ccccc2)c2ccccc2CC1(CC)CC | -19 | -7 | 0
Cc1cc(NCC(C)C)n2nc(C)c(-c3ccccc3)c2n1 | 0 | -6 | -4
Cn1nnn(CN2CCN(S(=O)(=O)Cc3ccccc3)CC2)c1=S | -4 | nt | 2
Cc1noc(CN(C)C(=O)c2cc(C(C)C)no2)n1 | -3 | nt | 1
COc1ccc(CN2CCC2(C)C(=O)NCc2ccccn2)c2ccccc12 (stereo not given) | -4 | nt | 3
Cc1ccccc1C(=O)NC(C(=O)N1CCCC1)C1CCN(C(=O)c2ccccc2F)CC1 (stereo not given) | -4 | -5 | 20
CCOc1ccc(C(O)CN2CCN(C3CCCCC3)CC2)cc1 (stereo not given) | -10 | -6 | nt
CC(C)Cc1cc(C(=O)N2CCCC2c2ccc(C(N)=O)s2)no1 (stereo not given) | -7 | -10 | 6
CC(=O)c1cc(C(=O)N2CCC(c3nc(-c4ccncc4)ncc3-c3cccc(C)c3)CC2)cs1 | -8 | -9 | 14
CSc1ccc(CN2CCC(CO)(CCOc3ccccc3)CC2)cc1 | -5 | nt | 4
COc1cc(OC)c2cc(CCCN)[nH]c2c1 | 2 | nt | -1
Cc1nccn1CC1CCCN(Cc2cnc3cc(O)ccc3c2)C1 (stereo not given) | -5 | nt | -2
Cc1ccsc1CNC(=O)CCc1ccc(C#N)cc1 | -8 | -15 | 2
CN(C(=O)c1ccc(C#N)cc1)c1ccccc1C(=O)NCc1ccco1 | -7 | -3 | 6
C=C(CO)C1Oc2ccc(C(C)=O)c(O)c2C1O[C@@H]1O[C@H](CO)[C@@H](O)[C@H](OC(=O)CC(C)(O)CC(=O)O)[C@H]1O (stereo not given in full) | 0 | -5 | -7
Cn1c(=O)c([N+](=O)[O-])c(O)c2ccccc21 | 2 | nt | 1
CC(C)(C)OC(=O)N1CCC(Oc2ccc(NC(=O)c3cc(C(F)(F)F)cc(C(F)(F)F)c3)cc2)C1 (stereo not given) | -4 | -2 | -6
O=S(=O)(NC1CCN(S(=O)(=O)c2cccc(C(F)(F)F)c2)CC1)c1ccccc1 | -7 | -8 | 0
CN1CCC2(CC1)CN(C(=O)COCc1nc3ccccc3[nH]1)CCN2C | 0 | -9 | 14
O=C(CC(c1ccc2c(c1)OCO2)c1c[nH]c2ccccc12)NCc1ccco1 (stereo not given) | 0 | -5 | -3
Cn1c2c(cc(C(=O)N3[C@@H]4CC[C@H]3CNC(=O)C4)c1=O)CCCC2 | -5&-2 | -19 | 11&3
C=CC(C)(O)CN(CCN1CCOCC1)Cc1cccc(C)c1 (stereo not given) | -5 | -5 | 22
CC1CN(C(=O)C2CCN(C(=O)C(C)C)CC2)CC(C)O1 (stereo not given) | 2 | nt | 4
N#Cc1cc(-c2nc3ccccc3[nH]2)c(N)n2c1nc1ccccc12 | 5 | nt | 5
CCCOc1cccn2c(N(C)C(=O)COc3ccccc3)c(CC)nc12 | 0 | 1 | -16
CCC(C)NC(=O)Cn1nc([N+](=O)[O-])c(Cl)c1C (stereo not given) | -5 | -6 | -6

Assay outcomes as filed in PubChem BioAssay.
